Screens (PubChem BioAssay)
KCNQ2 block = KCNQ2 potassium channel inhibitors, primary screen, cell-based, CHO-K1, FluxOR thallium flux, B-score (AID 2156); O88943; 20 min; stronger effect = lower value; B-score at 10 µM; 1.1% of 310,000 active;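 active means fluorescence ratio B-score at most minus 3 library SDs, with starting brightness B-score within 2 library SDs, cut at about -5.5 in these data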
Target sequence (O88943 whole entry, looked up): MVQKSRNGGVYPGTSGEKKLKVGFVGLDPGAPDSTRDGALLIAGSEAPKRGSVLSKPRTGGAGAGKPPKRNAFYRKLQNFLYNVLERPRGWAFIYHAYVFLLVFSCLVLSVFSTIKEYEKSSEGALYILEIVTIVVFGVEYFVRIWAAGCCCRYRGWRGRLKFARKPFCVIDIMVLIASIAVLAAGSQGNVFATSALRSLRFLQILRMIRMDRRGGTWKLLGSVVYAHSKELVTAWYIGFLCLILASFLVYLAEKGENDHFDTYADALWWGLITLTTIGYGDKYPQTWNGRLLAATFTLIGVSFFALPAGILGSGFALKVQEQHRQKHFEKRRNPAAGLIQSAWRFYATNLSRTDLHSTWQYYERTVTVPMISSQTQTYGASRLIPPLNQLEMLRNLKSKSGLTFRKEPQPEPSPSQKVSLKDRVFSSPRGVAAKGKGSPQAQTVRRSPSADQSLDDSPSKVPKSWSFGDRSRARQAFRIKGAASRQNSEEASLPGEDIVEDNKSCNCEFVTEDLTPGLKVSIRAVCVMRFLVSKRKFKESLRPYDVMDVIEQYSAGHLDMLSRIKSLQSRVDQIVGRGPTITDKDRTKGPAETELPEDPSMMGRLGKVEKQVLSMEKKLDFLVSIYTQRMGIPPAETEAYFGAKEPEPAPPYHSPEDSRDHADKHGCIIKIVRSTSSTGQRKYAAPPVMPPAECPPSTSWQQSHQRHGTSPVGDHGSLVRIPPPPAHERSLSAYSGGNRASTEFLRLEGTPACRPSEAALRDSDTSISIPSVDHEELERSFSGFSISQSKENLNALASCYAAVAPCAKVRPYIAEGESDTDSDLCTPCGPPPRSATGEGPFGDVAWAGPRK
Kir21 block = inhibitors of mouse Kir2.1 inward-rectifier potassium channel | HEK293-Kir2.1, FluxOR thallium flux fluorescence; stronger effect = lower value | B-score at 10 µM | 0.85% of 310,000 active | AID 1672;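 active means fluorescence ratio B-score at or below minus 3 SD of library scores, with starting-brightness B-score within 2 SD, cut at about -4.2 in these data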;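 further: channel flux triggered by added potassium and thallium sulfate stimulus; B-score of peak minus minimum fluorescence over baseline after thallium stimulus; more negative B-score means stronger Kir2.1 block with less thallium influx; some compounds called inactive have numbers as strong as hits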
Starred values were filed as active, the others as inactive; i = inactive.

SMILES,KCNQ2 block,Kir21 block
CC1=C(C#N)C(c2ccccc2O)C(C#N)=C(C)N1,i,-0.76
COc1c(C)cc(C(=O)C2CCCN(S(=O)(=O)N(C)C)C2)cc1C (stereo not given),i,0.03
COc1ccc(CCn2c(C)cc(C(=O)CSc3nc(N)cc(=O)[nH]3)c2C)cc1,i,-1.5
Cc1ccc(C(=S)NCS(=O)(=O)c2ccc(C)cc2)cc1,i,-0.03
COCCCNC(=O)CSc1nc2sc(C(=O)OC)c(C)c2c(=O)n1N,i,-0.49
COc1ccc(C(C)(C)C)cc1NC(=O)Cn1cnnn1,i,0.81
N#C/C(=C\c1ccc[nH]1)C(=O)N1CCCCC1,i,2.3
CCCCC(=O)NC(=S)Nc1ccc(Cl)c(C(=O)O)c1,i,0.01
Fc1cccc(-n2cc(-c3ccccc3)c3c(=S)nc[nH]c32)c1,i,0.74
COc1ccc(S(=O)(=O)N[C@H](C(=O)O)C(C)C)cc1,i,-1.8
COc1ccc(Cn2c(O)c(C=Nc3ccc(OC)cc3)c3ccccc3c2=O)cc1,i,-2.7
Cc1[nH]c2ccc(CNS(=O)(=O)c3ccc(S(=O)(=O)N4CCOCC4)cc3)cc2c1C,i,-1.6
COc1ccc(OC)c(S(=O)(=O)Nc2ccccc2SC)c1,i,-4.6*
CSc1nc2ncc(C#N)cn2n1,i,0.39
CC(=O)c1sc(N/N=C\c2cccc(Br)c2)nc1C,i,1.4
O=C(NC(=S)Nc1ccc(N2CCOCC2)c(Cl)c1)c1cncc(Br)c1,i,1.6
Cc1ccc(S(=O)(=O)NCCCNS(C)(=O)=O)cc1,i,-0.5
Cc1ccc(SCCC(=O)NC2CC2)cc1,i,-0.36
COC(=O)c1cc(S(=O)(=O)NCCN2CCOCC2)cn1C,i,-0.98
N#Cc1ccccc1OCC(=O)NC(=O)NCc1ccco1,i,-0.09
CCCNC(=O)C1CC(=O)N(c2ccc(OCc3ccc(Cl)cc3)cc2)C1 (stereo not given),i,0.97
N#CC(C#N)=C/C(C#N)=C(/N)N1CCN(c2ccc(Cl)cc2)CC1,i,-0.68
CNC(=O)Cn1c(=O)n(C)c2ccccc21,i,2.2
CCc1nnc(NC(=O)CSc2nc(-c3ccccc3)cc(-c3ccc(F)cc3)c2C#N)s1,i,0.01
CCOC(=O)CSc1nc(C)c(CC)c(C)c1C(N)=O,i,-0.29
COc1ccc(OCCCC(=O)OC(C)C(=O)Nc2ccc(C)cc2)cc1 (stereo not given),i,0.45
COc1ccc(CNC(=O)COC(=O)c2cccs2)cc1,i,2.1
COc1ccc(-c2cc(C)no2)cc1S(=O)(=O)N1CCCN(Cc2ccccc2Cl)C1,i,-1.3
Cn1c(-c2cc(Cl)ccc2O)nc2c1c(=O)[nH]c(=O)n2Cc1ccccc1,i,0.81
Cn1c(=O)oc2cc(S(=O)(=O)NC3CCCCC3)ccc21,i,0.02
Cc1nc2ccc(-c3nc4ccc(N)cc4[nH]3)cc2[nH]1,i,-0.02
COc1ccc(NC(=S)NCCc2ccccc2OC)c(OC)c1,i,-5.7*
Cc1ccc(S(=O)(=O)NCc2ccccn2)c(C)c1,i,-1.2
O=C(Nc1nc2ccccc2[nH]1)c1cc2ccccc2o1,i,-2.1
CN=C1c2cc3cc(OC)ccc3n2CCN1Cc1ccccc1,i,-3.2
N#Cc1ccccc1NC(=O)CSc1nnc(-c2ccccc2O)n1-c1ccccc1,i,0.61
CC(=O)Nc1nonc1-c1ccccc1,i,-2.2
O=C1C(=O)N(CCN2CCOCC2)C(c2ccccn2)/C1=C(/O)c1ccc(Cl)cc1 (stereo not given),i,-1
CCOC(=O)N1CCN(c2c(Nc3ccc4c(c3)OCCO4)c(=O)c2=O)CC1,i,-0.19
Cc1ccccc1Cn1cc(S(=O)(=O)CC(=O)Nc2nccs2)c2ccccc21,i,1.1
OCCN1CCOCCN(CCO)CCN(CCO)CC1,i,2.1
CNC(=O)c1c(NC(=O)CCS(=O)(=O)c2ccc(C)cc2)sc2c1CCN(C(=O)OC)C2,i,0.84
O=C(Nc1ccc2c(c1)OCCO2)c1c(F)c(F)c(F)c(F)c1F,i,0.01
O=C1c2ccccc2NC(c2cccc(O)c2)N1O (stereo not given),i,-1.8
O=C1NCCc2c1[nH]c1c(Cl)ccc(Cl)c21,i,0.88
Cc1cc(C)n(-c2ccc(C(F)(F)F)cc2[N+](=O)[O-])n1,i,0.23
CN1CC=C2C(C#N)=C(N)C(C#N)(C#N)C(Cc3ccccc3)C2C1 (stereo not given),i,-1.3
CCc1nnc(NC(=O)CSc2nnc(-c3ccc(S(=O)(=O)N(CC)CC)cc3)n2CC)s1,i,3
CNC(=O)c1nnn(Cc2ccccc2)c1NC(C)=O,i,0.62
CCc1cc(=O)n2[nH]c(-c3ccccc3)c(-c3ccccc3)c2n1,i,0.39

Further results follow.
SMILES,KCNQ2 block,Kir21 block
CCCCCC(=O)N/N=C(\C)c1ccc(Cl)cc1,i,0.54
Cc1cc(NCc2ccccn2)ccc1Br,i,-0.65
Nc1cccnc1Sc1ccccc1,i,-0.67
CN1C(=O)/C(=C/c2ccccc2OCc2ccccc2F)NC1=S,i,-0.45
CCCCn1c(CCNC(=O)CCC)nc2ccccc21,i,0.02
CN(Cc1cnn(C)c1)C(=O)CC1C(=O)NCCN1Cc1cccc(Oc2ccccc2)c1 (stereo not given),i,0.03
Cc1cc(N2CCOCC2)c2c(N)cc(C)c(C)c2n1,i,0.55
O=C(O)c1ccc2c(c1)C(=O)N(c1ccc(OCc3ccccc3)cc1)C2=O,i,2.7
CCOC(=O)CCSCC(=O)Nc1nnc(C)s1,i,-0.43
CCc1[nH]nc2c1C1(C(=O)N(Cc3ccccc3)c3ccccc31)C(C#N)=C(N)O2 (stereo not given),i,0.17
NC(=O)c1ccccc1OCCOc1ccc(Br)cc1,i,1.8
N#Cc1c2n(c(=S)n(-c3ccccc3)c1=O)CCCCC2,i,0.99
O=C(O)CC(=O)Nc1cc(Cl)ccc1O,i,0.37
NCCCC(=O)N1c2ccccc2Sc2ccc(Cl)cc21,i,-1.8
CCOC(=O)c1ccc2nc(NC(=O)C(C)C)sc2c1,i,0.45
COc1ccc(NC(=O)C2CCCN2C(=O)NC2CCCCC2)cc1 (stereo not given),i,-0.07
COc1ccc(C)cc1NC(=O)c1ccc(NS(=O)(=O)c2cccs2)cc1,i,0.75
C/C(=N/NC(=S)Nc1cccc(C)c1)c1cccc([N+](=O)[O-])c1,i,0.34
Cc1cccc(N2CCN(C(=O)/C=C/c3cccs3)CC2C)c1 (stereo not given),i,0.19
Cc1cc2oc(C(=O)NCc3ccc4c(c3)OCO4)c(C)c2cc1C,i,1.3
COc1ccc(C(=O)n2c(N)nc3ccccc32)cc1OC,i,0.73
Cc1ccc2oc(-c3cccc(N)c3)nc2c1,i,-0.25
CSc1ncc(C(=O)Nc2ccccc2C)c(C)n1,i,1.1
O=C(NC1CC1)C1CC(=O)N(c2cccc(Cl)c2Cl)C1 (stereo not given),i,0.84
O=S(=O)(Cc1ccccc1)Cc1cnc(Cl)s1,i,-0.63

Entries listed so far that contain bromine:
SMILES,KCNQ2 block,Kir21 block
CC(=O)c1sc(N/N=C\c2cccc(Br)c2)nc1C,i,1.4
O=C(NC(=S)Nc1ccc(N2CCOCC2)c(Cl)c1)c1cncc(Br)c1,i,1.6
Cc1cc(NCc2ccccn2)ccc1Br,i,-0.65
NC(=O)c1ccccc1OCCOc1ccc(Br)cc1,i,1.8

Going on with the list:
SMILES,KCNQ2 block,Kir21 block
COc1ccccc1CNC(=O)CCCNS(=O)(=O)c1cccc2nsnc12,i,-0.21
CN(C(=O)c1ccccc1C(=O)OCC(=O)NC(=O)NC(C)(C)C)C1CCCCC1,i,1.3
CCOC(=O)C1CCN(C(=O)COC(=O)c2cc([N+](=O)[O-])ccc2N2CCOCC2)CC1,i,-1
COC(=O)Cc1c(C)c2c(O)cc(C)cc2oc1=O,i,0.23
NC(=O)c1ccccc1NC(=O)CN1CCN(Cc2ccccc2)CC1,i,-0.47
O=C(CSc1nc2ccccc2c(=O)[nH]1)c1ccccc1,i,1.4
CCC(=O)Nc1ccc(C2=Nn3c(nnc3C(C)C)SC2)cc1,i,-1
CC(=O)N1c2ccc(S(=O)(=O)N3CCC(C(=O)NCc4ccc(C)cc4)CC3)cc2CC1C (stereo not given),i,0.44
Cc1ccc(N=c2c([N+](=O)[O-])nn(-c3ccc(Cl)cc3)n2O)cc1C,i,0.22
CC(C)NC(=O)Cn1c(SCC(=O)N2c3ccccc3CC2C)nc2ccccc21 (stereo not given),i,0.81
Cc1[nH]c(C(=O)O)c(C)c1C(=O)OC(C)C,i,0.55
COc1ccc(NC(=O)CC(=O)Nc2ccc(OC)cc2)cc1,i,0.67
CC(=O)N(C)c1ccc(NC(=O)Cc2cccs2)cc1,i,1.7
Cc1ccc(Sc2ccc(CO)cc2[N+](=O)[O-])cc1,i,0.91
CS(=O)(=O)N1CCN(C(=O)COc2ccccc2)CC1,i,0.47
COc1cccc(N2CC(C(=O)OC(C)C(=O)c3ccccc3)CC2=O)c1 (stereo not given),i,0.95
CC(=O)NCCNC(=O)C1CCCCN1S(=O)(=O)c1ccccc1 (stereo not given),i,-1.6
Cc1ccc(OCC(=O)N2CCN(c3ccc([N+](=O)[O-])c(N4CCOCC4)c3)CC2)cc1,i,0.17
COc1ccc(N2CC(C(=O)NCCC3=CCCCC3)CC2=O)c(OC)c1 (stereo not given),i,0.15
Cc1noc(C)c1CSCC(=O)N(C)CC(=O)Nc1ccc(F)c(F)c1F,i,-0.21
COCCCNC(=O)CCc1c(C)nc2c(c(C)nn2-c2ccccc2)c1C,i,-0.89
Cc1ccc(/C(O)=C2/C(=O)C(=O)N(CC(=O)O)C2c2ccc([N+](=O)[O-])cc2)cc1 (stereo not given),i,0.01
O=C(COc1ccc2ccc(=O)oc2c1)Nc1ccc2c(c1)OCCO2,i,0.02
NC(=S)NC1CC2CC1C1C=CCC21 (stereo not given),i,-0.73
CC1CCN(c2ccccc2NC(=O)c2ccc(Br)o2)CC1,i,-1.4
C=C(C)c1cccc(C(C)(C)NC(=O)NCCCn2ccnc2)c1,i,0
O=C(NC1CCCCC1)N1CCNCC1,i,0.27
CCCS(=O)(=O)N1CCN(C2Cc3ccccc3C2)CC1,i,-0.11
CCOc1ccc(C(=O)OCCCN(C)C)cc1,i,0.04
CC1=CC(=O)N(c2ccc(C)cc2)C1c1ccc(Cl)cc1 (stereo not given),i,-4.5*
Nc1ccc(S(=O)(=O)c2ccc(Cl)cc2)cc1,i,-1.5
Cc1ccc(C)c(NC(=O)CN(C)C(=O)Cc2coc3cc(C)c(C)cc23)c1,i,0.82
Cc1ccc(/C=C/C(=O)OCC(=O)Nc2ccccc2Sc2ccccc2)cc1,i,0.34
O=C(CCCOc1ccccc1)N1CCN(S(=O)(=O)c2cccc(F)c2)CC1,i,-0.83
NC(=O)c1cc([N+](=O)[O-])ccc1N1CCN(Cc2ccccc2)CC1,i,-0.24
COc1ccc(C(=O)CCC(=O)NCCc2ccccc2F)cc1,i,-0.71
CCCCCCCCOC(=O)CCn1[nH]c(=O)c2ccccc2c1=O,i,2.4
COc1cc(OC)c(NC(=O)CCc2ccccc2)cc1Cl,i,-0.01
CSc1ccc(/C=N/N2CCN(Cc3ccc(Cl)cc3)CC2)cc1,i,-1.3
COc1ccccc1NC(=O)C(=O)N/N=C(\C)CC(=O)Nc1ccccn1,i,-0.94
CN1C(=O)C(CC(=O)O)S/C1=N\N=C\c1ccc(O)cc1O (stereo not given),i,0.47
COc1ccc(S(=O)(=O)N[C@H](C(=O)N2CC[C@@]3(O)CCCC[C@H]3C2)c2ccccc2)cc1,i,0.3
Cn1ncc2c(Nc3ccc(Cl)c(Cl)c3)ncnc21,i,0
COc1ccc(/C=C2\SC(=S)N(CCC(=O)NC3C=CS(=O)(=O)C3)C2=O)cc1 (stereo not given),i,0.8
CCn1c(=O)cc(OCC(=O)N(C)c2ccccc2F)c2ccccc21,i,-1.7
CCCC(C)c1nnc(NC(=O)CN2C(=O)c3ccccc3C2=O)s1 (stereo not given),i,0.19
Cc1nn(CC(=O)NCc2cccc3ccccc23)c(=O)c2ccccc12,i,1.2
c1ccc2c(c1)OCCOCCOCCO2,i,-0.03
CCN1C(=O)/C(=C\N(C)C)S/C1=N\S(=O)(=O)c1ccccc1,i,0.01
COc1ccc(C2=NS(=O)(=O)N(C)C(C(=O)NC3CCCCC3)=C2)cc1OC,i,0.31
O=C(Nc1nnc(-c2ccco2)s1)C1CCCCC1,i,0.79
CC(=O)OCC1=C(C(=O)O)N2C(=O)C(NC(=O)Cn3nc(C(F)F)c(Cl)c3C)C2SC1 (stereo not given),i,0.1
COc1cccc(C2CC(c3ccccc3OC)n3nc(N)nc3N2)c1 (stereo not given),i,0.96

Record cards, from the list above. Order of screens: KCNQ2 block | Kir21 block
N#Cc1ccccc1OCC(=O)NC(=O)NCc1ccco1 is listed as i | -0.09
CCc1nnc(NC(=O)CSc2nc(-c3ccccc3)cc(-c3ccc(F)cc3)c2C#N)s1 is listed as i | 0.01
